Bioassay records (PubChem BioAssay)
M. tuberculosis GlmU: inhibition of mycobacterial GlmU enzyme – biochemical, glucosamine-1-phosphate acetyltransferase (AID 1376). M. tuberculosis GlmU acetyltransferase enzyme assay; higher % means a stronger effect. one-dose inhibition, %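 (tested at 30 µM in the primary screen)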; IC50 in µM for titrated hits. actives 0.25% (n = 220,000); in the data active means inhibition above about 13%;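 further: 0% = complete reaction with vehicle and 100% = reaction without substrate; strong numbers were not always called active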
Mtb RmlCD inh: M. tuberculosis RmlC/RmlD inhibition; AID 1533; actives 0.03% (n = 160,000); inhibition, % at 3.6 µM; P9WH09+P9WH11; RmlC+RmlD coupled enzyme assay, percent inhibition; primary screen in compound mixtures; in the data active means inhibition mostly above about 34%, no sharp cut-off; further: some results filed as inactive read as strong as hits
Target sequence (P9WH09 whole entry, looked up): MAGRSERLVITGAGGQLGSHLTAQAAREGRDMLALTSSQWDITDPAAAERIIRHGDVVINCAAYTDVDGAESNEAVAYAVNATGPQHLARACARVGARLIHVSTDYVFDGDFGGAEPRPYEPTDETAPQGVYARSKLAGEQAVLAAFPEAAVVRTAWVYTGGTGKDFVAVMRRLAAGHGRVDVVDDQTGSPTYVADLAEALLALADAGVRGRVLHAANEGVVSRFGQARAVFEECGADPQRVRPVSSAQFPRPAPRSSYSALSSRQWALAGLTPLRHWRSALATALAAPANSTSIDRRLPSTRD
Target sequence (P9WH11 whole entry, looked up): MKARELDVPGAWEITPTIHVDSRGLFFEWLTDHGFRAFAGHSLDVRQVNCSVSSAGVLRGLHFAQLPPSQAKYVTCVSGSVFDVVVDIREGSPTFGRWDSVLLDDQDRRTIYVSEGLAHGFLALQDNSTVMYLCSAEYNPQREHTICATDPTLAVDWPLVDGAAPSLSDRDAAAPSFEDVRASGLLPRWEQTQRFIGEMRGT
Active calls of the source: *; x = not tested or not shown. Some of the compounds tested; count on the stated rates, not on these rows.

Each structure is followed by: M. tuberculosis GlmU	Mtb RmlCD inh
> Cc1cc(C)c(S(=O)(=O)NCCCn2ccnc2)c(C)c1
    -0.5%	-8
> CCCCC(=O)Nc1ccccc1C#N
    1.9%	-4
> CCOC(=O)CSc1nc2sc3c(c2c(=O)[nH]1)CC(C)(C)OC3
    -0.6%	x
> O=C(N/N=C/C=C\c1ccco1)c1cccs1
    2.3%	x
> Cc1c(NC(=O)c2ccc(Cl)c(S(=O)(=O)N3CCOCC3)c2)c(=O)n(-c2ccccc2)n1C
    -5.7%	44
> CCOC(=O)CNS(=O)(=O)c1c(C)noc1C
    11%	-11
> CC(C)(C)C1CCC(C(=O)OCC(=O)N2CCN(C(=O)c3ccco3)CC2)CC1 (stereo not given)
    -4.9%	8
> CC(C)(C)NC(=O)COc1ccc(CNc2ncn[nH]2)cc1
    -0.1%	17
> Cc1ccccc1-n1c(SCC(=O)N(C)C2CCS(=O)(=O)C2)nc2ccccc2c1=O (stereo not given)
    -3.8%	-14
> COc1ccc(C2C=C(c3cccs3)Nc3nc(CCCO)nn32)cc1 (stereo not given)
    0.7%	-7
> Cc1cc(C)n2nc(C(=O)N(C)C(c3ccccc3)c3ccccc3)nc2n1
    1.7%	7
> Cc1cc(-n2c(C)cc(C(=O)CSc3nc(N)cc(=O)[nH]3)c2C)no1
    -4.5%	-3
> [O-]/[N+](=C\c1ccncc1)c1ccc(Br)cc1
    3.5%	x
> COC1=NS(=O)(=O)c2ccccc21
    0.6%	5
> CN(C)CCN(C(=O)c1ccc2c(c1)OCCO2)c1nc2ccc(Cl)cc2s1
    0.1%	11
> COc1ccc(NC2=CC(c3ccc(OC)c(OC)c3)N(c3ccc(OC)cc3)C2=O)cc1 (stereo not given)
    -5.7%	-4
> Nn1c(SCC(=O)Nc2ccc3c(c2)OCCO3)nnc1C(F)(F)F
    1.5%	-1
> COc1cccc(/C=N/Nc2nc3ccccc3[nH]2)c1O
    1.0%	x
> COc1ccc(/C=C/C(=O)Nc2nc(N)n(-c3ccccc3)n2)cc1
    5.9%	-9
> CC(=O)Oc1c(Cl)cc(Cl)cc1/C=C/c1ccc2ccccc2n1
    -0.1%	5

Random excerpt: 5 records from the list, in no set order.
Each structure is followed by: M. tuberculosis GlmU	Mtb RmlCD inh
> Cc1cc(C)c(S(=O)(=O)NCCCn2ccnc2)c(C)c1
    -0.5%	-8
> CC(C)(C)C1CCC(C(=O)OCC(=O)N2CCN(C(=O)c3ccco3)CC2)CC1 (stereo not given)
    -4.9%	8
> COc1ccc(NC2=CC(c3ccc(OC)c(OC)c3)N(c3ccc(OC)cc3)C2=O)cc1 (stereo not given)
    -5.7%	-4
> O=C(N/N=C/C=C\c1ccco1)c1cccs1
    2.3%	x
> COc1ccc(C2C=C(c3cccs3)Nc3nc(CCCO)nn32)cc1 (stereo not given)
    0.7%	-7

Other compounds.
Each structure is followed by: M. tuberculosis GlmU	Mtb RmlCD inh
> COc1ccccc1N1CCN(C(=O)CCc2ccc(S(=O)(=O)NC(C)C)cc2)CC1
    -4.0%	x
> S=c1[nH]nc(-c2ccco2)n1Cc1ccccc1
    3.9%	29
> COc1cccc(C(C(=O)NC2CCCCC2)N(C(=O)c2ccco2)c2ccc(-n3cnnn3)c(C)c2)c1 (stereo not given)
    4.0%	x
> N#CC1=C(N)C(C#N)(C#N)[C@H](c2ccncc2)[C@H]2CN(C(=O)OCc3ccccc3)CC=C12
    -1.1%	-2
> COC1(NC(=O)c2ccccc2)C(C)=CC(=O)C=C1C
    -6.5%	-2
> Fc1ccc(C(OCCN2CCN(CCCc3ccccc3)CC2)c2ccc(F)cc2)cc1
    -3.5%	x
> CCCOC(=O)c1cc(-c2ccc(C=O)o2)ccc1Cl
    -0.3%	-6
> O=c1cc(-c2ccccc2)nc(SCc2ccccc2F)[nH]1
    2.6%	-4
> O=C1NN(c2ccc(F)c(Cl)c2)C(=O)/C1=C\c1cccc(OC(=O)c2cccs2)c1
    3.6%	-2
> O=C(NC(NC(=S)Nc1c(Cl)cc(Cl)cc1Cl)C(Cl)(Cl)Cl)OCc1ccccc1 (stereo not given)
    0.8%	4
> C#CCNC(=O)C1=C[C@@H](c2cn(C(C)=O)c3ccccc23)C[C@@H](OCc2ccc(CO)cc2)O1
    -1.4%	x
> CCC(C)[C@H](NC(=O)NCc1ccc(Cl)cc1)C(=O)OC (stereo not given in full)
    -4.9%	7
> CCN(CC)N=Nc1cccc(NC(C)=O)c1
    1.9%	x
> O=C(O)c1cc(NN=C2CCN(Cc3ccccc3)CC2)ccc1Cl
    2.6%	x
> Cn1c(/C=N/NC(=O)c2ccccc2)nc2ccccc21
    -3.9%	16
> CCOC(=O)CN1C(=O)c2ccccc2C1=O
    0.7%	18
> O=C(O)CN(c1ccccn1)S(=O)(=O)c1ccccc1
    1.9%	6
> C#Cc1ccc([C@H]2C=C(C(=O)NCc3nc4ccccc4[nH]3)O[C@@H](OCC)[C@@H]2CCCO)cc1
    0.8%	x
> CC(NCc1ccc2c(c1)OCO2)C(=O)NC1CCCc2ccccc21 (stereo not given)
    3.5%	x
> Cc1ccc(-c2cc(C(=O)N3CCC4(CC3)OCCO4)no2)cc1
    -2.9%	7

Compound profiles, from the list above. Screens in order: M. tuberculosis GlmU	Mtb RmlCD inh
O=C(NC(NC(=S)Nc1c(Cl)cc(Cl)cc1Cl)C(Cl)(Cl)Cl)OCc1ccccc1 (stereo not given) reads 0.8%	4
CC(NCc1ccc2c(c1)OCO2)C(=O)NC1CCCc2ccccc21 (stereo not given) reads 3.5%	x
O=C(O)c1cc(NN=C2CCN(Cc3ccccc3)CC2)ccc1Cl reads 2.6%	x
O=C(O)CN(c1ccccn1)S(=O)(=O)c1ccccc1 reads 1.9%	6
C#Cc1ccc([C@H]2C=C(C(=O)NCc3nc4ccccc4[nH]3)O[C@@H](OCC)[C@@H]2CCCO)cc1 reads 0.8%	x

The results go on.
Each structure is followed by: M. tuberculosis GlmU	Mtb RmlCD inh
> Cc1cc(-c2ccccc2)n2nc(C)c(C#N)c2n1
    -3.2%	-3
> Cc1cc(-c2onc(C)c2C(=O)O)no1
    x	-8
> CC(C)Oc1cccc(C(=O)Nc2ccc(CN3CCOCC3)cc2)c1
    3.1%	-1
> CCN(CC(=O)NCc1cccs1)C(=O)c1cccc(S(=O)(=O)N2CCc3ccccc32)c1
    0.4%	-11
> Cc1ccc(NNC(=O)c2cc(C)on2)c(C)c1
    3.3%	x
> CN(C)c1ccc(/C=N\NC(=O)c2ccc(Cn3cc(Cl)cn3)cc2)cc1
    0.8%	x
> Cn1nc(-c2ccc(S(N)(=O)=O)s2)cc1C(F)(F)F
    0.4%	2
> Cc1cccc(C)c1NC(=O)N1C2CCC1CC(O)(c1cccnc1)C2 (stereo not given)
    7.1%	2
> Cn1c(=O)oc2cc(S(=O)(=O)N3CCCC(C(=O)NCc4ccc5c(c4)OCO5)C3)ccc21 (stereo not given)
    -2.4%	4
> CC(c1ccccc1)n1cnc2ccccc21 (stereo not given)
    8.9%	x
> COc1ccccc1N1CCN(C(=O)c2cc3c(-c4ccc(Cl)cc4)nn(C)c3s2)CC1
    4.2%	19
> C=CCOC(=O)C1=C[C@@H](c2ccccc2)C[C@@H](OCc2ccc(CO)cc2)O1
    2.0%	x
> Cc1cc(C)c(S(=O)(=O)c2ccccc2C)c(SCC(C)C)n1
    0.2%	8
> Cc1ccc(/C=N/NC(=O)CC(=O)NCc2cccnc2)cc1
    4.1%	-13
> CCC(=O)Nc1ccnc(-c2cccnc2)n1
    0.2%	14
> COc1ccccc1C(=O)Nc1ccccc1N1CCOCC1
    7.7%	11
> O=C1c2ccccc2C2(c3ccccc3)NCCCN12 (stereo not given)
    -3.9%	5
> CCN(CC)c1ccc2cc(C(=O)O)c(=O)oc2c1
    3.4%	0
> O=C(NCC1CCCO1)C(c1ccccn1)N(Cc1ccccc1Cl)C(=O)CN1C(=O)c2ccccc2S1(=O)=O (stereo not given)
    -0.9%	2
> CCCN(CCC)C(C(=O)Nc1cccc(OC)c1)c1ccccc1 (stereo not given)
    -1.4%	x

The results go on:
canonical_smiles	M. tuberculosis GlmU	Mtb RmlCD inh
COC(=O)Cn1c(=NC(=O)c2ccc(Cl)s2)sc2cc(F)ccc21	1.2%	16
O=[N+]([O-])c1ccc(Oc2ccc(-c3cnc4ccccc4n3)cc2[N+](=O)[O-])cc1	1.6%	-12
CCOc1cc(N2CCOCC2)c(OCC)cc1NC(=O)COC(=O)c1cc(C)oc1C	2.1%	x
COc1ccccc1NC(=O)CSc1nnc(Cn2nnc(-c3ccccc3)n2)n1-c1ccccc1	-1.1%	9
CCOC(=O)C(O)(c1ccc(NC(=S)NC(=O)c2ccc(Cl)cc2Cl)cc1)C(F)(F)F (stereo not given)	2.6%	-9
COc1ccc(CCN2C(=O)C3CC=C(C)CC3C2=O)cc1OC (stereo not given)	0.7%	x
Cc1cccc(C2=N/C(=C/c3cccs3)C(=O)O2)c1	3.0%	9
CN1CCN(NC(=O)CC(C)(C)C)CC1	0.3%	-9
CCS(=O)(=O)c1c(S(=O)(=O)CC)c2ccccn2c1C(N)=O	0.4%	-1
CC1=CC2=C(OC1N(C)C)c1cccc3cccc(c13)C2=O (stereo not given)	5.3%	5
CCOC(=O)c1sc2nc(Cc3ccc(Cl)cc3)[nH]c(=S)c2c1C	-3.3%	x
O=C(Nc1ccc(Oc2ncnc3cc(Cl)ccc23)nc1)Nc1cccc(C(F)(F)F)c1	0.5%	-9
O=C(CSc1nnc2scc(-c3ccccc3)n12)NCc1ccc2c(c1)OCO2	-11%	8
Cc1cc(C(F)(F)F)nc(SCC(=O)c2cccc([N+](=O)[O-])c2)n1	-0.6%	8
O=C1C2C3C=CC(C2C(=O)N1C1CCCCC1)C1C2C(=O)N(C4CCCCC4)C(=O)C2C31 (stereo not given)	2.6%	-6
CCOc1cc(/C=C(\C#N)C(=O)Nc2ccccc2[N+](=O)[O-])ccc1OCc1cccc2ccccc12	2.7%	-18
CC(C)(C)c1ccc(OCc2nnc(SCC(N)=O)n2N)cc1	2.6%	-11
Cc1cccc(OC(=O)CN2C(=O)C3C4CCC(C4)C3C2=O)c1C (stereo not given)	1.1%	-74
O=C(CNCc1ccccc1)Nc1ccc(F)cc1	-3.9%	-8
CC1CCN(c2nc3ccccc3nc2C(C#N)C(=O)OC2CCCCC2)CC1 (stereo not given)	-3.3%	x

(continued)
canonical_smiles	M. tuberculosis GlmU	Mtb RmlCD inh
CC(=O)c1cccc(NC(=O)CN(c2ccccc2F)S(C)(=O)=O)c1	-2.0%	x
Cn1ccnc1SCC(=O)Nc1ccc(Cl)cn1	-7.8%	10
O=C(Nc1nc2ccccc2n1CCOc1ccc(Cl)cc1)c1ccco1	2.4%	15
COc1cc2c(cc1NC(C)=O)CCCC2	-4.9%	4
CCCC1C(c2ccccc2)C(C#N)(C#N)C2(C#N)CC1(N)NC2=O (stereo not given)	1.6%	77
O/N=C1\CCCc2ccc3ccccc3c21	3.8%	-4
O=C1/C(=C/c2ccc([N+](=O)[O-])cc2)N2CCC1CC2	2.9%	2
O=C(CCc1nc2ccccc2s1)OCC(=O)c1ccc[nH]1	2.5%	x
Clc1ccc(NCc2nncn2-c2ccccc2)cc1	3.6%	-17
O=C(Nc1ccc2oc(-c3cccnc3)nc2c1)c1ccc([N+](=O)[O-])o1	-2.5%	12
CCOC(=O)Cc1csc(NC(=O)CCc2ccc(S(=O)(=O)N3CCOCC3)cc2)n1	4.2%	-5
O=C(CN1CCOCC1)Nc1ccc(-c2nc3ccccc3[nH]2)cc1	7.0%	x
O=C(CN1CCCCC1)NNc1nc(-c2ccccc2)c2cc(Br)ccc2n1	-1.2%	-3
COC(=O)c1ccc(NC(=O)CN(c2ccc(OC)cc2)S(C)(=O)=O)cc1	-1.6%	x
Cc1ccc(/C=N\NC(=O)c2ccc(Cn3cc(Br)c([N+](=O)[O-])n3)o2)o1	2.5%	x
CCOC(=O)CSC1=NC(=O)/C(=C\c2ccc(Cl)cc2)S1	-2.0%	0
O=C(NCc1ccccn1)C(C(=O)c1ccc(F)cc1)n1ccccc1=O (stereo not given)	0.2%	-4
Cc1cc(Cl)ccc1OCC(=O)NCCC(=O)O	-1.0%	x
COc1ccc(CCNC(=O)CNS(=O)(=O)c2cccs2)cc1OC	-5.1%	3
Cc1ccc2nc(NC(=O)c3ccc(N4C(=O)CCC4=O)cc3)sc2c1	2.2%	-2

(further entries)
canonical_smiles	M. tuberculosis GlmU	Mtb RmlCD inh
COc1ccccc1Nc1nc(-c2cccc([N+](=O)[O-])c2)cs1	0.4%	x
Fc1ccccc1Cn1nnc2c(-n3ccnc3)ncnc21	6.4%	x
COC(=O)c1sc(N)c(C(=O)OC)c1COC(=O)CCNS(=O)(=O)c1ccc(C)cc1	-4.1%	1
CN(C)CCOc1ncnc2c1oc1ccccc12	1.4%	x
Cc1nc2c(oc3ccccc32)c(=O)o1	x	-4
COc1ccc2cc(CCl)c(Cl)nc2c1	-2.1%	x
O=C(N/N=C/C=C\c1ccco1)c1ccccn1	0.1%	-10
O=C(N/N=C/c1ccccc1[N+](=O)[O-])C(=O)N1CCCC1	0.9%	-3
CCn1c(CN2c3ccccc3Sc3ccccc32)n[nH]c1=S	x	55
CC1=NN(C(=O)c2ccc(Br)cc2)C(O)(C(F)(F)OC(F)(F)F)C1 (stereo not given)	x	0
COc1ccc(CC(=O)N/N=C(\C)CC(=O)NCc2ccco2)cc1OC	3.4%	8
Cc1ccnc(SCC(=O)Nc2sc3c(c2C#N)CCCC3)n1	2.5%	40
